CHX counter = counter-screen for Shiga toxin inhibitors: cycloheximide protein synthesis inhibition; cell reporter, cycloheximide protein synthesis inhibition counterscreen; max response, %; actives 12% (n = 300,000); in the data active = max response mostly above about 13%, no sharp cut-off; inactive = mostly below about 14%; note: read at 38.3 µM for the half of the compounds with a filed dose; 0% is about no effect
HCV inh = inhibitors of hepatitis C virus infection | AID 651820 | actives 3.4% (n = 340,000) | Potency, µM (titrated, usually from 41.8 µM), inactives show at the highest dose activity change, negative = inhibition, actives largely listed as inhibitors | Huh7.5.1 HCVcc-Cre infection, luciferase reporter, 44 h; note: potency is the fitted concentration of half-maximal effect; % is set by controls: 0 for no effect and ±100 for the full control effect
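Seed cells (1,000/well) for 4 h; treat with compound and infect with HCVcc-Cre, moi about 0.5. Incubate 44 h, then detect luciferase activity.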
FBPA Giardia inh = blocks Giardia fructose-bisphosphate aldolase activity | A8B2U2 | purified Giardia FBPA | Potency, µM (series often up to 59.6 µM), without a hit: at the highest dose activity, negative = inhibition, actives largely listed as inhibitors | actives 0.71% (n = 290,000) | AID 2451; note: potency is the fitted concentration of half-maximal effect; % is set by controls: 0 for no effect and ±100 for the full control effect; nearly all actives have a fitted effect of over 55% in size
Target sequence (A8B2U2 whole entry, looked up): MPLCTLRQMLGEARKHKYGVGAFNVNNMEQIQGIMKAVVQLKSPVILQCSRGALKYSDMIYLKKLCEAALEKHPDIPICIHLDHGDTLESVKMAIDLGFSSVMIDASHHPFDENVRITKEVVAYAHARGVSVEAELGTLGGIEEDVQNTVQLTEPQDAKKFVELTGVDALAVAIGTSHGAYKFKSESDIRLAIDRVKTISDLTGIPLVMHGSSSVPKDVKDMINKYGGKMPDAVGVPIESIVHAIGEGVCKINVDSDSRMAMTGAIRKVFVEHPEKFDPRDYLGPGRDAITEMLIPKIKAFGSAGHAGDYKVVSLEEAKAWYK
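Giardia FBPA (40 nM reagent) was preincubated 10 min at RT with compound (up to 57.5 uM final), then substrate plus GAPDH/TPI/NAD/arsenate coupling system with diaphorase/resazurin was added; resorufin fluorescence (525/598 nm) was read after 20 min.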
Pf growth 48h = inhibits P. falciparum growth in the first generation, 48 h. actives 5.9% (n = 310,000). AID 504832. P. falciparum luciferase growth in erythrocytes, 48 h. Potency, µM (highest dose often 28.7 µM), without a hit: top-dose activity change, negative = inhibition, most hits filed as inhibitors; note: potency is the fitted concentration of half-maximal effect; % is set by controls: 0 for no effect and ±100 for the full control effect
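Firefly luciferase activity from engineered P. falciparum reports growth; inhibitors lower the luminescent signal. Cultures contained 2% hematocrit erythrocytes at 0.1% final parasitemia.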
Pf growth 96h = P. falciparum growth inhibition at 96 hour, primary screen for plastid delayed-death inhibitors; P. falciparum luciferase reporter growth, 96 h; Potency, µM (top dose mostly 28.7 µM), without a hit: top-dose activity change, negative = inhibition, most hits filed as inhibitors; actives 6.9% (n = 320,000); note: potency is the fitted concentration of half-maximal effect; % is set by controls: 0 for no effect and ±100 for the full control effect
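P. falciparum expressing integrated firefly luciferase, in erythrocytes at 2% hematocrit, 0.05% parasitemia, incubated with compounds 96 h at 37 C, 5% CO2. Growth inhibition read as loss of luminescence; two-generation exposure targets delayed-death apicoplast inhibitors.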
Shiga inhibitor = blocks Shiga toxin action in Vero cells; Vero cells, Shiga toxin protein synthesis inhibition reporter; inhibition, % at 38.7 µM; actives 9.2% (n = 290,000); in the data active = inhibition mostly above about 28%, no sharp cut-off; inactive = mostly below about 43%; note: 0% is about no effect
Starred values were filed as active, the others as inactive; u = inconclusive; x = no result given; & = joins results of further samples; [ ] = another dose, or the depositor's remark. Unless noted, calls come from the whole dose curve; as a rule, active = well fitted curve in the direction sought with a large enough effect; inconclusive = small, poorly fitted or top-dose-only effect, or another doubt; inactive = no such curve, though single readings can be large; an effect the other way counts as inactive or inconclusive.

SMILES	CHX counter	HCV inh	FBPA Giardia inh	Pf growth 48h	Pf growth 96h	Shiga inhibitor
O=C1NC(c2ccccc2Cl)Nc2ccccc21 (configuration not stated)	-4	-12%	-2%	10%	3%[5.75 µM]	-27
Cn1ncc(Cl)c1C(=O)NCc1ccco1	-2	2%	0%	10%	u	3
CCN(CC)C(=O)C(=O)Nc1ccc(Oc2ccccc2)cc1	24*	u	-10%	8%	0%	78*
O=C(CN1CCCCCCC1)Nc1cccc(Cl)c1Cl	10	-3%	2%	53%[activator]	-27%	10
CC1(C)CC(=O)C(C(C2=C(O)CC(C)(C)CC2=O)c2ccc([N+](=O)[O-])cc2)C(=O)C1 (configuration not stated)	0	14%	-5%	0%	u	-14
COc1ccc(N=C2SCC(c3ccccc3)=NN2C)cc1	29*	u	-2%	2.6µM*	12%	32
Cc1c(NS(=O)(=O)N2CCCCC2)c(=O)n(-c2ccccc2)n1C	-1	-17%	2%	2%	x	-17
NC(=O)C1CCN(C(=S)c2ccc(-c3ccc(Br)cc3)o2)CC1	37*	-12%&0%	3.5µM*	170%&44%[activator]	-32%&76%	78*
CC(C)Oc1ccc(C(=O)OC(C)C(=O)NC2CCCCC2C)cc1 (configuration not stated)	2	u	x	-17%	-24%	14
CCOC(=O)c1ccc(NC(=O)C2=C(C)Nc3nc(CCCO)nn3C2c2cccc(C)c2)cc1 (configuration not stated)	-5	-8%	2%	x	u	-9

Structures shown so far containing sulfur, in the order listed:
SMILES	CHX counter	HCV inh	FBPA Giardia inh	Pf growth 48h	Pf growth 96h	Shiga inhibitor
COc1ccc(N=C2SCC(c3ccccc3)=NN2C)cc1	29*	u	-2%	2.6µM*	12%	32
Cc1c(NS(=O)(=O)N2CCCCC2)c(=O)n(-c2ccccc2)n1C	-1	-17%	2%	2%	x	-17
NC(=O)C1CCN(C(=S)c2ccc(-c3ccc(Br)cc3)o2)CC1	37*	-12%&0%	3.5µM*	170%&44%[activator]	-32%&76%	78*

Next compounds.
SMILES	CHX counter	HCV inh	FBPA Giardia inh	Pf growth 48h	Pf growth 96h	Shiga inhibitor
C=CCN=C1SCC(=O)N1S(=O)(=O)c1ccccc1	-3	6%	4%	66%[activator]	u	9
CCOC(=O)C1CCN(C2=C(NS(=O)(=O)c3ccc(Cl)cc3)C(=O)c3ccccc3C2=O)CC1	-3	6%	u	u	u	11
Cc1c(Oc2cc(NN3CCCCC3)c([N+](=O)[O-])cc2[N+](=O)[O-])cccc1[N+](=O)[O-]	-1	17%	2%	u	u	0
Cc1cc(NC(=O)CN2CCCCC2C)nc2c1c(=O)oc1ccccc12 (configuration not stated)	0	x	1%	40%[activator]	60%[activator]	-1
CCC(=NCC1CCCO1)c1c(O)[nH]c(=O)[nH]c1=O (configuration not stated)	2	-1%	4%	5%	32%[activator]	-18
CCc1noc(C)c1C(=O)NCCN1C(=O)S/C(=C\c2ccc(OC)cc2)C1=O	x	u	x	32%[activator]	34%[activator]	x
NNC(=O)/C(=N/Nc1ccccc1)S(=O)(=O)c1ccc(Cl)cc1	-5	10µM*	8%	9.3µM*	12µM*	-14
O=[N+]([O-])C(=C1NCCN1)C(Cl)=C(Cl)Cl	11	4%	-26%	24%	35%[activator]	-6
Cc1c(C(c2ccc(N(C)C)cc2)c2c(C)n(C)n(-c3ccccc3)c2=O)c(=O)n(-c2ccccc2)n1C	-2	12%	-28%	u	-9%	31
O=C(CCc1nnc(Cc2ccc(-c3ccccc3)cc2)o1)NCC1CC1	1	-2%	3%	0%	0%	-1
CCCN1CCN(C(=O)CCS(=O)(=O)c2cc3c(cc2Cl)NC(=O)CO3)CC1	-2	26%	2%	16%	-3%	13
CCOc1ccc(CCNC(=O)COc2cccc(-n3cnnn3)c2)cc1OCC	x	u	x	7%	u	x
COc1ccc(CNC(=O)C(c2ccco2)N(C(=O)CNS(=O)(=O)c2ccccc2)c2ccccc2C)cc1 (configuration not stated)	-8	-13%	5%	u	u	-3
Cc1ccccc1-n1sc2cc(F)ccc2c1=O	19	u	u	u	33%[activator]	41
CC(=O)NNS(=O)(=O)c1scc(S(=O)(=O)c2ccc(Cl)cc2)c1C	-5	15%	-14%	6%	6%	-5
COc1ccc(S(=O)(=O)N2CCC(C(=O)OCC(=O)c3ccccc3)CC2)cc1[N+](=O)[O-]	-1	4%	7%	14%	49%[activator]	19
Cc1cc(N2CCOCC2)c2c(N)c(Br)cc(C)c2n1	-4	u	-5%	11%	x	-14
Cc1ccc(/C=N\NC(=O)c2ccc(Cn3cc(Br)c([N+](=O)[O-])n3)o2)o1	-3	-13%	0%	-5%	u	-9
CC(C)(C)c1ccc(Cn2nnc3c(=O)[nH]c(C4CCN(C(=O)Cc5cccs5)CC4)nc32)cc1	-4	-21%	-11%	5.9µM*	x	-17
COC(=O)c1ccsc1NC(=O)c1cccc(OC)c1	6	u	0%	1%	9%	-14
CCOc1ccc(C(=O)Nc2nnc(C(C)C)s2)cc1OCC	7	u	0%	x	23%	-14
Cc1c(Cl)cccc1NC(=O)N1CCCN(c2nc(-c3ccccc3)ns2)CC1	18	u	0%	-29%	u	-8
C/C(=N/NC(=O)c1ccc(C)nc1)c1ccc2c(c1)CCCC2	2	u	-18%	-4%	-11%	16
CCC1Oc2ccc(C)cc2N(CC(=O)N2CCCC2)C1=O (configuration not stated)	-1	7%	-5%	10%	u	-2
CCOC(=O)C1=C(COC(=O)CNC(=O)c2ccc(C)cc2)NC(=O)NC1C (configuration not stated)	11	22%	x	22%	24%	-32
CC1CC(C)CN(C(=O)COC(=O)COc2ccccc2C#N)C1 (configuration not stated)	x	-2%	x	20%	-15%	x
CCCS(=O)(=O)c1nc(S(=O)(=O)c2ccc(C)cc2)c(NCCCN2CCCC2=O)s1	-1	u	6%	-16%	9.3µM*	-10
CC1(C(=O)O)COC(c2ccc([N+](=O)[O-])cc2)OC1 (configuration not stated)	-4	0%	4%	12%	x	-17
CCCC(=O)N1CCN(c2ccc(NC(=O)c3cc4ccccc4o3)cc2Cl)CC1	13	2.2µM*	10µM*	1.5µM*	7%	11
O=C(CCc1nnc2ccc(N3CCCCC3)nn12)NCc1ccco1	-2	5%	x	-15%	u	-6
COCCn1c(SCC(=O)Nc2ccc(S(=O)(=O)N(C)C)cc2)nc2ccccc21	-2	-18%	0%	x	4.1µM*	35
CCOc1cc(C#N)c(NC(=O)CSc2nnnn2-c2ccc(OC)cc2)cc1OCC	-4	u	-9%	u	x	-9
NC(=O)CSc1nnnn1-c1ccc2c(c1)OCCO2	-1	21%	1%	6%	6%	12
Cc1cc(C(=O)NC2CC(C)(C)Cc3c2cnn3-c2cccc(F)c2)nn1C (configuration not stated)	3	0%	x	-8%	2%	-3
CNC(=S)N/N=C/c1cn(CCOc2cccc(OC)c2)c2ccccc12	10	10µM*	1%	u	u	103*
CCOC(=O)c1[nH]nc2c1C(=O)N(CC)C2=O	1	-14%	u	20%	71%[activator]	-7
O/N=C1\CCCc2oc3c(c21)CCCC3	-1	-2%	-13%	26%	-6%	24
CCOC(=O)c1sc(-n2[nH]c(C)cc2=O)nc1C	-1	24%	4%	-19%	43%[activator]	13
O=C(c1ccc2[nH]c3c(c2c1)CCCC3)N1CCN(c2ccc(F)cc2)CC1	-3	-10%	-11%	-13%	-20%	-10
Cc1cc(C)n(C2CC(=O)N(c3ccc(C)c(Cl)c3)C2=O)n1 (configuration not stated)	-2	8%	-2%	u	-1%	7
CCOc1cc(C(=S)N2CCCCC2)ccc1OS(=O)(=O)c1ccc(Cl)cc1	-2	u	2%	u	88%[activator]	-11
CCCCCN(C(=O)NC(=O)Nc1ccccc1OC)S(C)(=O)=O	-4	16%	-5%	x	-8%	-11
Cc1ccc(CN2CC(C(=O)NC3CCCC(C)C3C)CC2=O)cc1 (configuration not stated)	x	-2%	x	u	u	x
CC[C@H](C)[C@H](NC(=O)[C@@H](NC(=O)[C@@H](CC(=O)NO)Cc1ccccc1)[C@@H](C)CC)C(=O)O	-9	x	3%	x	x	15
CCC1CCC(C(=O)NNC(=O)c2cc(-c3ccco3)[nH]n2)CC1 (configuration not stated)	-2	24%	-11%	-8%	-28%	-12
CC(=O)C1=C(O)C(=O)N(c2ccccn2)C1c1cccc(F)c1 (configuration not stated)	12	3%	-12%	8%	35%[activator]	17
CCOc1ccccc1C(=O)Nc1nn[nH]n1	-2	3.2µM*	u	0%	3%	-7
CCc1ccc(-c2nc(SCC(=O)N(CCOC)c3c(N)n(Cc4ccccc4)c(=O)[nH]c3=O)n[nH]2)cc1	-1	-2%	x	16%	34%[activator]	-14
Cc1cccc(C)c1NC(=O)CNC(=O)C1COc2ccccc2O1 (configuration not stated)	x	17%	x	18%	15%	x
COc1ccc(/C(C)=C2/SC(=S)N(CCC(=O)O)C2=O)cc1	-1	20%	16%	x	14%	-7
(next part)
SMILES	CHX counter	HCV inh	FBPA Giardia inh	Pf growth 48h	Pf growth 96h	Shiga inhibitor
O=c1cc(CSc2nnc(C3CC3)n2Cc2ccccc2)nc2sccn12	13	-6%	-10%	-15%	-16%	19
O=C(Nn1c(-c2ccccc2)nc2ccccc2c1=O)c1ccc([N+](=O)[O-])cc1	1	1%	2%	18%	u	-9
Cc1ccc(F)c(C2C3C=CCC(c4ccccc4)C3C(=O)N2Cc2ccccc2)c1 (configuration not stated)	9	x	-2%	x	x	-3
Cc1cc(=O)oc2cc(NC(=O)C(C)Oc3ccc(F)cc3)ccc12 (configuration not stated)	x	u	x	-7%	-13%	x
COc1ccc2c(c1)c1ncn(Cc3ccc(F)cc3)c(=O)c1n2C	-3	u	-1%	-11%	u	17
COC(=O)[C@@H](Cc1ccccc1)NC(=O)NCCc1c[nH]c2ccccc12	-6	21%	-1%	-15%	u	-7
CSCC[C@H](NS(=O)(=O)c1ccc(C(C)=O)cc1)c1nnc2ccccn12	8	-4%	5%	22%	16%	-17
CC1=C(C(=O)Nc2cc(C(=O)N3CCN(c4cccc(C)c4C)CC3)ccc2C)SCCO1	-8	11µM*	x	-13%	10µM*	-6
Cc1nc(NCc2ccccc2)[nH]c(=O)c1CCC(C)C	5	14%	-7%	u	40%[activator]	11
O=C(NCc1ccccc1)c1nnc(CS(=O)(=O)c2ccccc2)o1	-4	0%	-2%	u	94%[activator]	-8
O=S(=O)(NCc1cc(-c2ccc(Cl)cc2)no1)c1ccccc1	2	u	2%	5%	-7%	-7
Cc1ccc(C(c2sc3nc(C)nn3c2O)N2CCN(c3ccc(F)cc3)CC2)cc1 (configuration not stated)	-2	12%	2%	-8%	6%	-10
CC(=O)Oc1ccccc1N(C(C)=O)S(=O)(=O)c1ccc2ccccc2c1	11	1%	-1%	-13%	2.3µM*	23
O=C(O)CCCc1nc(-c2ccc(Cl)cc2)no1	-2	19%	8%	x	u	-17
O=C(NCCc1ccccc1)c1ccc(CS(=O)(=O)Cc2ccccc2F)o1	14	-8%	2%	x	u	22
Cn1c(N/N=C2\CCCc3ccccc32)nc2c1c(=O)n(Cc1ccccc1)c(=O)n2C	-6	0%	0%	5%	u	-6
COC(=O)[C@@H](NC(=O)Nc1ccc2c(c1)OCCO2)C(C)C	-3	15%	-8%	3%	-6%	8
COc1ccccc1N1CCN(/N=C\c2sccc2C)CC1	38	-5%	3%	49%[activator]	u	99*
CCn1c(C)c(C)c2cc(C(=O)NCCCN3CCCC3)ccc21	1	-19%	-23%	-35%	2%	-7
O=c1[nH]nc(Cc2ccc([N+](=O)[O-])cc2)c2ccccc12	1	-21%	0%	-24%	-5%	-8
O=C(NCc1ccc2c(c1)OCO2)c1ccc(CSCc2ccccc2Cl)o1	-1	8%	0%	1%	-28%	-10
CC(=O)c1ccc2c(c1)OCCOCCOCCOCCO2	-2	10%	5%	1%	13%	-11

Source: PubChem
